Compound activity: PubChem, several laboratories
TRPC6 activator – mouse TRPC6 channel activation | Q61143 | HEK293-TRPC6 membrane potential dye fluorescence; stronger effect = higher value | B-score at 10 µM | 0.13% of 310,000 active | AID 2550;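 active = B-score of the integrated fluorescence ratio above library mean plus 3 SD, and starting fluorescence ratio within library mean plus 5 SD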;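 also: higher score means more depolarization so channel activation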
MrgX1 antagonist – antagonists of human MrgX1 receptor | MRGX1-HEK293 calcium flux, Fluo-4, BAM8-22 antagonism; stronger effect = lower value | B-score at 10 µM | 1.3% of 310,000 active;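 active = calcium-response B-score plate-corrected more than 3 library SD below zero, starting fluorescence within 5 deviations, no agonist response on first addition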;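 also: peak minus trough fluorescence over baseline after final BAM8-22 challenge near maximal dose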
Target sequence (Q96LB2 whole entry, looked up): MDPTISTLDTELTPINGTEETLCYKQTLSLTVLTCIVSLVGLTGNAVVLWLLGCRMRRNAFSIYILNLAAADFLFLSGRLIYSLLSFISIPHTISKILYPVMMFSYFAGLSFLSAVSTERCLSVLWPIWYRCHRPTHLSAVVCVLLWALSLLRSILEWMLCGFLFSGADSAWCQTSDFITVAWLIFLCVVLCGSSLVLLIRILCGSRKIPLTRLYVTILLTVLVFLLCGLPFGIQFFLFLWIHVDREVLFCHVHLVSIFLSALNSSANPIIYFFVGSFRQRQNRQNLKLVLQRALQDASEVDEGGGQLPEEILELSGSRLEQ
IEC-6 tox – counter-screen for KLF5 inhibitors: cytotoxicity in IEC-6 cells; AID 1825; IEC-6 cytotoxicity, luminescence viability; inhibition, % at 5 µM; 0.78% of 290,000 active; in the data active = inhibition above about 22%;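 also: 0% = plate median of test compound wells and 100% = cytotoxic reference compound wells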
KLF5 inh – kruppel-like factor 5 inhibition | inhibition, % at 5 µM | DLD-1 KLF5 promoter-luciferase reporter, luminescence | 0.23% of 290,000 active | AID 1700;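 active = inhibition above a per-plate limit of that plate's mean compound inhibition plus 3 SD, cut at about 60% in these data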;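 also: 0% = DMSO wells and 100% = LY294002 at 200 µM; higher means less KLF5 promoter-driven luciferase light; inactives centre near -14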
aSyn UTR inh – MLPCN primary screen, SNCA 5' untranslated region; alpha-synuclein 5'UTR reporter, inhibitor activity; inhibition, % (tested at 7.5 µM); 0.82% of 300,000 active; in the data active = inhibition above about 60%;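 also: H4 neuroglioblastoma cells stably carrying SNCA 5'UTR luciferase fusion; 0% = DMSO wells and 100% = positive control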
SKKanGAS inh – SKKanGAS growth inhibition; S. pyogenes SKKanGAS, kanamycin growth, BacTiter-Glo, 6 h; 1.3% of 300,000 active; inhibition, % at 7.5 µM;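 active = mean replicate score, as percent of positive control median, at least 50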;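 also: strain carries kanamycin resistance gene driven by streptokinase promoter and grows in 40 µg/ml kanamycin; loss of luminescence reflects streptokinase promoter inhibition or plain growth inhibition; 0% = median of DMSO wells and 100% = positive control at its reference dose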
TRPC4 act – TRPC4 (mouse) channel activation | B-score at 10 µM | Q9QUQ5 | HEK293 TRPC4beta/mu-opioid, Fluo4 calcium fluorescence; stronger effect = higher value | 0.49% of 310,000 active | AID 2237;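 active = B-score above 5 SD of library B-scores, and initial fluorescence ratio not above library mean plus 5 SD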;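 also: positive B-score marks a calcium rise read as TRPC4 activation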
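system = HEK293 cells stably co-expressing mouse TRPC4beta and mu-opioid receptor | schedule = Fluo4 dye loading 45 min at room temperature, 110 s recording | measure = B-scored integrated calcium fluorescence ratio | signal = Fluo4 calcium-sensitive dye fluorescence, kinetic, 1 Hz baseline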
TRPC4 inh – TRPC4 (mouse) channel inhibition; B-score at 10 µM; 0.39% of 300,000 active; HEK293 TRPC4beta/mu-opioid, DAMGO-evoked Fluo4 calcium flux; stronger effect = lower value; Q9QUQ5;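 active = B-score over 3 SD under the library average, no early fluorescence shift, positive overall ratio signal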
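Material: HEK293 cells with stable TRPC4beta plus mu-opioid receptor expression / Probe or stimulus: DAMGO in two steps, submaximal then maximal / Compound: single concentration per test compound / Technique: kinetic Fluo4 fluorescence imaging of calcium influx / Read-out: per-well B score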
TRPC4 potent – allosterically enhances the mouse TRPC4 cation channel. Q9QUQ5. HEK293 TRPC4beta/mu-opioid, DAMGO EC20, Fluo-4 Ca2+ flux; stronger effect = higher value. B-score at 10 µM. 0.42% of 310,000 active. AID 2227;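 active = B-score of calcium response area above 5 SD of library B-scores, with initial fluorescence ratio within 5 SD of library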;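 also: B-score of integrated fluorescence ratio over time as area under calcium response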
HIF act – HIF pathway transcriptional activation. 0.32% of 300,000 active. AID 1910. U2OS HRE-luciferase reporter, luminescence; normalized: DMSO 0%, desferrioxamine 100%. activation, % at 7.5 µM (by protocol);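 active = mean activation of at least 10% of the iron chelator positive control signal, with at least half of replicates also reaching 10%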
TRPC6 inhibitor – inhibitors of mouse TRPC6 channel. Q61143. HEK293-TRPC6, membrane potential dye, ACh-evoked depolarization; stronger effect = lower value. B-score at 10 µM. 1.1% of 310,000 active. AID 2553;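 active = B-score under library mean minus 3 SD, initial fluorescence not abnormally high, positive integrated signal ratio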;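 also: B-score derived from integrated fluorescence ratio over the kinetic read; more negative B-score means stronger inhibition of depolarization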
The depositor's hits bear a star; i = inactive; x = not tested or not shown. Rows were taken by chance. About 5.8% of those tested had a hit in this group.

Results follow in this order: TRPC4 act	TRPC6 activator	MrgX1 antagonist	HIF act	SKKanGAS inh	IEC-6 tox	TRPC4 potent	TRPC6 inhibitor	TRPC4 inh	aSyn UTR inh	KLF5 inh
1	O=C(OCC(=O)N1CCCC1)c1c(Cl)ccc(Cl)c1Cl
    i	i	i	-0.3	9	3	i	i	i	-22	-21
2	CC(C)CC(=O)NC(=S)N1CCCCCC1
    i	i	i	-0.1	-16	-2	i	i	i	-6	-18
3	O=C(Nc1ccccc1[N+](=O)[O-])c1cccnc1Cl
    i	i	i	-0.2	1	7	i	i	i	6	9
4	Cc1ccc(S(=O)(=O)N(C)C)cc1NC(=O)[C@H](Cc1ccccc1)N1C(=O)c2ccccc2C1=O
    i	i	i	-0.7	0	0	i	i	i	7	-16
5	COc1ccc(-c2cc(=O)oc3c(C)c(OC(=O)c4cccs4)ccc23)cc1
    i	i	i	0.3	x	0	i	i	i	2	-3
6	Nc1nonc1-c1nc2ccccc2n1CC(=O)Nc1ccccc1
    i	i	i	1.3	8	13	i	i	i	-9	-8
7	Cn1nnnc1SCC(=O)Nc1nc2c(s1)CCCC2
    i	i	i	1.0	-3	1	i	i	i	-102	-132
8	CC1SC(=S)N(c2ccc(N(C)C)cc2)C1=O (stereo not drawn)
    i	i	i	0.0	4	14	i	i	i	-2	-17
9	CCOc1ccc(N=c2oc3cc(O)ccc3cc2C(=O)NCC2CCCO2)cc1 (stereo not drawn)
    i	i	i	-0.2	2	-3	i	i	i	2	-24
10	Cc1cccc(NC(=S)N2CCC(C(N)=O)(N3CCCCC3)CC2)c1C
    i	i	i	0.5	-21	2	i	i	i	4	-6
11	COc1ccccc1C(=O)NCC(=O)NCC1(N2CCCCC2)CCCCC1
    i	i	i	-0.1	-9	x	i	i	i	9	x
12	C=CCn1c(SCc2cc([N+](=O)[O-])cc3c2OCOC3)nc2cc(C(=O)O)ccc2c1=O
    i	i	i	-0.2	9	0	i	i	i	-15	-33
13	COC(=O)c1cccc(Nc2nc3ccccc3nc2C)c1
    i	i	i	0.1	6	5	i	i	i	-2	4
14	Cc1ccc2nc3ccc(N4CCCC4)nn3c(=O)c2c1
    i	i	i	2.1	12	-1	i	-6.9*	i	-163	-120
15	FC(F)(F)c1cc(-c2ccco2)nc(N2CCN(Cc3ccccc3)CC2)n1
    i	i	i	-0.4	-2	-3	i	i	i	17	-9

Molecules shown so far that contain an aryl methoxy group (two):
Results follow in this order: TRPC4 act	TRPC6 activator	MrgX1 antagonist	HIF act	SKKanGAS inh	IEC-6 tox	TRPC4 potent	TRPC6 inhibitor	TRPC4 inh	aSyn UTR inh	KLF5 inh
5	COc1ccc(-c2cc(=O)oc3c(C)c(OC(=O)c4cccs4)ccc23)cc1
    i	i	i	0.3	x	0	i	i	i	2	-3
11	COc1ccccc1C(=O)NCC(=O)NCC1(N2CCCCC2)CCCCC1
    i	i	i	-0.1	-9	x	i	i	i	9	x

New compounds follow:
Results follow in this order: TRPC4 act	TRPC6 activator	MrgX1 antagonist	HIF act	SKKanGAS inh	IEC-6 tox	TRPC4 potent	TRPC6 inhibitor	TRPC4 inh	aSyn UTR inh	KLF5 inh
16	CN(C)S(=O)(=O)c1ccc(C(=O)NCCS(=O)(=O)N2CCN(c3ccc(F)cc3)CC2)cc1
    i	i	i	0.2	2	-1	i	i	i	-15	-9
17	CCCC(=O)Nc1ccc(-c2csc(N/N=C\c3ccncc3)n2)cc1
    i	i	-5.4*	0.7	7	-1	i	i	i	-116	-14
18	CCOc1ccc(-n2nnnc2SCC(=O)Nc2ccc(NC(C)=O)cc2)cc1
    i	i	i	-0.2	-3	1	i	i	i	8	-23
19	CNC(=O)c1cc(NC(=O)CCn2nc(-c3ccc(C)cc3)c3ccccc3c2=O)ccc1OC
    i	i	i	-0.4	2	2	i	i	i	13	-14
20	Cc1cc([N+](=O)[O-])nn1CCCC(=O)O
    i	i	i	-0.4	0	0	i	i	i	-8	16
21	CCOCCCNS(=O)(=O)c1ccc(NC(=O)CN2C(=O)c3ccccc3C2=O)cc1
    i	i	i	0.4	6	-1	i	i	i	14	-1
22	COC1CCCN(Cc2c(C(=O)N3CCc4ccccc4C3)nc3ccc(Cl)cn23)C1 (stereo not drawn)
    i	i	i	-0.4	2	-3	i	i	i	24	-8
23	Cc1cccc(OCC(=O)Nc2ccncc2)c1C
    i	i	i	2.1	-4	6	i	i	i	-25	-26
24	N#C/C(=N\Nc1cccc(F)c1)C(=O)C1CC1
    i	i	i	-0.1	4	-10	i	i	i	-6	2
25	CCOC(=O)CSc1c(-c2cccs2)[nH]c2ccccc12
    i	i	i	0.1	23	9	i	i	i	33	8
26	COc1ccc2c(c1)OC(O)(C(F)(F)C(F)F)CC2=O (stereo not drawn)
    82*	i	i	-0.2	-7	-2	i	i	i	-10	-22
27	Cc1ccc(-c2ccc(C(=O)NCCCNC(=O)c3cnccn3)o2)cc1Cl
    i	i	i	0.7	-10	11	i	i	i	-13	2
28	O=C(O)C1CCN(c2nc(-c3ccccc3)nc3c2oc2ccccc23)CC1
    i	i	i	-0.2	7	8	i	i	i	7	-13
29	CS(=O)(=O)Nc1ccc(C(=O)Nc2ccc3c(c2)OCCO3)cc1
    i	i	i	1.8	-8	6	i	i	i	-169	-97
30	CCC(C(=O)O)n1c2ccccc2c2cn[nH]c(=O)c21 (stereo not drawn)
    i	i	i	-2.2	-1	-2	i	i	i	3	-1

Of the compounds above, two have a thiophene ring, fused or not:
Results follow in this order: TRPC4 act	TRPC6 activator	MrgX1 antagonist	HIF act	SKKanGAS inh	IEC-6 tox	TRPC4 potent	TRPC6 inhibitor	TRPC4 inh	aSyn UTR inh	KLF5 inh
5	COc1ccc(-c2cc(=O)oc3c(C)c(OC(=O)c4cccs4)ccc23)cc1
    i	i	i	0.3	x	0	i	i	i	2	-3
25	CCOC(=O)CSc1c(-c2cccs2)[nH]c2ccccc12
    i	i	i	0.1	23	9	i	i	i	33	8

Values in list order from the entries so far.
Compounds 4 to 14 in HIF act read -0.7, 0.3, 1.3, 1.0, 0.0, -0.2, 0.5, -0.1, -0.2, 0.1, 2.1
Compounds 4 to 14 in TRPC6 activator read i, i, i, i, i, i, i, i, i, i, i

Continuation:
Results follow in this order: TRPC4 act	TRPC6 activator	MrgX1 antagonist	HIF act	SKKanGAS inh	IEC-6 tox	TRPC4 potent	TRPC6 inhibitor	TRPC4 inh	aSyn UTR inh	KLF5 inh
31	CCOC(=O)N1CCN(S(=O)(=O)c2cccs2)CC1
    i	i	i	-1.9	7	0	i	i	i	10	-7
32	CC(C)c1ccc(CCNC(=O)c2cccc(S(=O)(=O)N3CCN(C)CC3)c2)cc1
    i	i	i	0.4	-3	-9	i	i	i	2	-35
33	CCOC(=O)c1cnc2ccc(C)cc2c1NCCN1CCOCC1
    i	i	i	-0.5	1	-1	i	-5.1*	i	-5	-7
34	COc1ccc(NC(=O)c2ccccc2O)c(OC)c1
    i	i	i	3.0	4	-1	i	i	i	-205	-176
35	CC(=O)c1cccc(N(CC(=O)Nc2ccc(F)cc2F)S(C)(=O)=O)c1
    i	i	i	0.9	3	-1	i	i	i	-47	-59
36	COc1ccc(CN2CCNC(=O)C2CC(=O)NCc2ccc(C)s2)c(OC)c1 (stereo not drawn)
    i	i	i	0.0	0	-12	i	i	i	13	-1
37	O=C(COc1ccc(Cl)cc1)NNC(=O)c1cccnc1
    i	i	i	0.5	-8	1	i	i	i	-15	7
38	COC(=O)c1cc(S(=O)(=O)Nc2nn(C)c3cccc(F)c23)oc1C
    i	i	i	-0.1	6	7	i	i	i	-4	0
39	CC(=O)C1=C(O)C(=O)N(CCNCCO)C1c1ccccc1 (stereo not drawn)
    i	i	i	-0.9	11	-4	i	i	i	9	22
40	CCC(C(=O)OCC(=O)NC1CCS(=O)(=O)C1)c1ccccc1 (stereo not drawn)
    i	i	i	0.0	3	x	i	i	i	-1	x
41	O=C(COc1cccc(C(F)(F)F)c1)Nc1ccccc1N1CCCCC1
    i	i	i	0.5	7	x	i	i	i	13	x
42	CCc1c(C)nc(SCC(=O)N2CCCCC2C)[nH]c1=O (stereo not drawn)
    i	i	i	-0.4	-2	-3	i	i	i	-7	-20
43	N/C(=N\OC(=O)c1ccccc1Cl)c1ccncc1
    i	i	i	-2.4	-3	2	i	i	i	-107	-137
44	Cc1ccc(C(C)C)c(OCCN2C(=O)NC(C)(C)C2=O)c1
    i	i	i	-0.3	-1	1	i	i	i	5	-25
45	COc1ccc(S(=O)(=O)N(C)CC(=O)N2CCCCCC2)cc1OC
    i	i	i	-0.6	-3	1	i	i	i	25	-3

Results follow in this order: TRPC4 act	TRPC6 activator	MrgX1 antagonist	HIF act	SKKanGAS inh	IEC-6 tox	TRPC4 potent	TRPC6 inhibitor	TRPC4 inh	aSyn UTR inh	KLF5 inh
46	Cc1ccc(Cl)cc1N1CCN(C(=O)C2CCC(=O)N2C(C)C)CC1 (stereo not drawn)
    i	i	i	-0.2	-3	0	i	i	i	8	-5
47	Nc1nnc(SCC(=O)c2cccc([N+](=O)[O-])c2)s1
    i	i	i	-0.3	3	3	i	i	i	1	6
48	Cc1ccc(S(=O)(=O)CCC(=O)OCc2ccccc2)cc1
    i	i	i	-0.2	-7	5	i	i	i	3	-34
49	O=C1C2CC(O)CN2C(=O)N1c1ccccc1 (stereo not drawn)
    i	i	i	-0.5	-3	2	i	i	i	16	-24
50	COc1cccc(OC)c1C(=O)Nc1ccncc1
    i	i	i	0.3	-3	x	i	i	i	7	x
51	CCOc1ccc2[nH]cc(S(=O)(=O)c3ccc(F)cc3)c(=O)c2c1
    i	i	i	0.1	-8	-6	i	i	i	-23	21
52	Cc1ccc(N2C(=N)SCC2=O)cc1Cl
    i	i	i	0.0	3	-2	i	i	i	16	-15
53	CCC(=O)c1ccc(OCC(=O)OCC(=O)c2cc(C)n(C)c2C)cc1
    i	i	i	-0.3	0	2	i	i	i	1	-27
54	O=C(COC(=O)c1ccncc1)NC(=O)C1CCCCC1
    i	i	i	-0.2	7	-6	i	i	i	19	-29

With a hit mark in TRPC4 act, among the entries above:
No.	Compound	TRPC4 act	TRPC6 activator	MrgX1 antagonist	TRPC4 potent	TRPC4 inh	aSyn UTR inh	KLF5 inh
26	COc1ccc2c(c1)OC(O)(C(F)(F)C(F)F)CC2=O (stereo not drawn)	82*	i	i	i	i	-10	-22
